# FLuc counter = firefly luciferase modulation, counter-screen for miR-21 project | P08659 | purified FLuc, Km substrates, luminescence inhibition | Potency, µM (series often up to 57.5 µM), without a hit: at the top dose activity change, negative = inhibition, hits mostly inhibitors | 360,000 compounds, 6.9% hits | AID 588342;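 also: potency is read from the fitted curve at half-maximal effect; plate controls were vehicle for no effect and reference inhibitor for full effect; nearly all actives have a fitted effect of over 55% in size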
# Target sequence (P08659 whole entry, looked up): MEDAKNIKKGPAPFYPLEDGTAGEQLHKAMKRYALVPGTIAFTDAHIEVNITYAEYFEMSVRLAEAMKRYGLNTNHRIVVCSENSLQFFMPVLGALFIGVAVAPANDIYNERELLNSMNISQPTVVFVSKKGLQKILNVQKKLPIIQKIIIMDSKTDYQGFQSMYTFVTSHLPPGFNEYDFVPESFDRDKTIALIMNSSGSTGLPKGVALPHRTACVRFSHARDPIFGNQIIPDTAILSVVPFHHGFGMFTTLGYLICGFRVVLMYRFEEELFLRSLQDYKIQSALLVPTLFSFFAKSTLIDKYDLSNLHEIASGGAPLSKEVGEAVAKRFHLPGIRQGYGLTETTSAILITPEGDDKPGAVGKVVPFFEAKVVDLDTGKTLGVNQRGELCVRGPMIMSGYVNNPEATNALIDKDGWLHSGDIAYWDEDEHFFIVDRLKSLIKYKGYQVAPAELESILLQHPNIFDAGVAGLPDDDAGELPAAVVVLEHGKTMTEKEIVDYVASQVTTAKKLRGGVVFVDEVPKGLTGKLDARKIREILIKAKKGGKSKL
#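 Purified P. pyralis luciferase, 10 nM final, with Km-level 10 uM D-luciferin and 10 uM ATP in 50 mM Tris acetate pH 7.5, 10 mM Mg acetate, 0.01% Tween-20, 0.05% BSA; 6-point qHTS titration about 60 µM downward; luminescence read.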
# ELG1 repair inh = blocks ELG1-dependent DNA repair in HEK293T cells; HEK293T ELG1-luciferase reporter, luminescence, 16 h; DNA damage induced by 5-fluorouridine; 330,000 compounds, 2.3% hits; Potency, µM (doses to about 46.1 µM), for inactives: at the top dose activity change, negative = inhibition, usual class: inhibitors; AID 504467; also: potency is read from the fitted curve at half-maximal effect; % is scaled to controls: 0 for no effect and ±100 for the full control effect; nearly all actives have a fitted effect of over 55% in size
#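 Step one: seed 2,000 cells per well. Step two: pin-transfer compound or DMSO alongside 5-fluorouridine. Step three: incubate 16 hr, 37 °C, 5% CO2. Step four: add ONE-Glo, wait 30 min, read luminescence.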
# RORgamma inh = blocks mouse ROR gamma transcriptional activity; Drosophila S2 Gal4-RORgamma UAS-luciferase reporter, 20 h; Potency, µM (titrated, usually from 53.6 µM), without a hit: at the top dose activity change, negative = inhibition, usual class: inhibitors; 310,000 compounds, 5.4% hits; also: potency is read from the fitted curve at half-maximal effect; % is scaled to controls: 0 for no effect and ±100 for the full control effect; nearly all actives have a fitted effect of over 60% in size
# Target sequence (P51450 whole entry, looked up, the tested form may be a part): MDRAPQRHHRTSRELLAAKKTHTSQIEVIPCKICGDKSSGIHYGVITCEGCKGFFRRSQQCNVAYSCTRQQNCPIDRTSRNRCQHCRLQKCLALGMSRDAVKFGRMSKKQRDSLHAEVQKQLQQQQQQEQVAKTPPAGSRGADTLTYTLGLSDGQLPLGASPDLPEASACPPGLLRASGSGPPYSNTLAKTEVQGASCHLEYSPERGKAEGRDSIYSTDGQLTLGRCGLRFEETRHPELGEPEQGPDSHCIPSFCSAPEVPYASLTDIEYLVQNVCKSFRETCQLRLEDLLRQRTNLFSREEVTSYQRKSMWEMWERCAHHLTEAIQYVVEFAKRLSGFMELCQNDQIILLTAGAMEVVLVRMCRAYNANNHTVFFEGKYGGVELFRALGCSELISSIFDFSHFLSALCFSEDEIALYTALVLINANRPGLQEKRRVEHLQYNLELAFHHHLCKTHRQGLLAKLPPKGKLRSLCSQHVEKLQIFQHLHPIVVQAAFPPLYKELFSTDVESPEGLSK
#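 Read-out: Photinus luciferase luminescence; inhibitors lower reporter signal. Insect Schneider cells with Gal4-ROR gamma fusion under metallothionein promoter, UAS reporter; 700 uM final copper sulfate induction, 20 hr, ambient temperature.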
# Rab9 promoter act = activators of Rab9 promoter; Potency, µM (titrated, usually from 9.22 µM), for the others: top-dose activation, negative = inhibition, actives largely listed as activators; 320,000 compounds, 2.8% hits; Huh7 Rab9 promoter-luciferase reporter, luminescence, 24 h; AID 485297; also: potency is read from the fitted curve at half-maximal effect; % of control where 0% means no effect; nearly all actives have a fitted effect of over 60% in size
#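 Luminescence from Amplite-detected luciferase (10 minutes, ambient) reports Rab9 promoter activation. Before that, stable Rab9-luciferase Huh7 cells (1500/well, reduced-serum OP-MEM I plus 10% FBS) were exposed to compound for 24 hours at 37C.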
# ELG1 genotoxic = genotoxicity induction in ELG1-luciferase HEK293T cells. HEK293T ELG1-luciferase reporter, luminescence, 16 h. 330,000 compounds, 1.3% hits. Potency, µM (doses to about 46 µM), inactives show at the highest dose activity change, positive = activation, hits mostly activators; also: potency is read from the fitted curve at half-maximal effect; % of control where 0% means no effect; nearly all actives have a fitted effect of over 60% in size
#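 After overnight (16 hr) compound treatment at 37 °C, ELG1-luciferase HEK293T cells were lysed with ONE-Glo; luminescence quantified 30 min later at room temperature.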
# NPC1 promoter act = activates the NPC1 promoter; Potency, µM (series often up to 9.22 µM), without a hit: at the highest dose activation, actives largely listed as activators; 320,000 compounds, 2.4% hits; Huh7 NPC1 promoter luciferase reporter, 24 h;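 also: potency is read from the fitted curve at half-maximal effect; % of control where 0% means no effect; nearly all actives have a fitted effect of over 60% in size; reporter is driven by a mutant NPC1 promoter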
#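 Luciferase expression driven by the NPC1 promoter was measured in stably transfected Huh7 cells after a 24 h compound incubation, using a luciferase reagent and a luminescence read.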
# TRPV1 ag = activates the human vanilloid receptor TRPV1; Q8NER1; TRPV1-expressing cells, Fluo-8 calcium influx, agonist mode; activation, % at 8.33 µM; 320,000 compounds, 0.19% hits; AID 540275; in the data active = activation above about 80%; inconclusive = between about 30% and that limit; also: 0% is about no effect
#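 Cells expressing TRPV1 were dye-loaded with Fluo-8 and read kinetically: 10 s baseline, 3 min after compound (agonist portion), then 2 min after EC20 capsaicin (allosteric enhancer portion). Calcium-bound dye fluorescence at 480/520 nm.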
# Tb PFK inh = blocks T. brucei phosphofructokinase; O15648; T. brucei PFK, ADP-Glo luminescence; Potency, µM (series often up to 57.5 µM), for inactives: at the top dose activity, negative = inhibition, usual class: inhibitors; 330,000 compounds, 0.17% hits;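 also: potency is read from the fitted curve at half-maximal effect; 0% = uninhibited 1x PFK enzyme wells and -100% = no-enzyme wells; nearly all actives have a fitted effect of over 60% in size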
#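 ADP-Glo luminescence quantified ADP after 45 min at room temperature, with 1.25 nM T. brucei PFK, 0.1 mM ATP and 0.5 mM fructose-6-phosphate in pH 8.0 TEA buffer. qHTS titrations up to 57 µM; curves classified by quality.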
# BRCA1 expr up = BRCA1 expression activation | MCF7-BRCA1-FFLuc reporter, luminescence, 48 h; response scale: scaled: vehicle 0%, 10 µM genistein 100% | Potency, µM (titrated, usually from 46.1 µM), without a hit: top-dose activation, usual class: activators | 380,000 compounds, 1.1% hits | AID 624202; also: potency is read from the fitted curve at half-maximal effect; nearly all actives have a fitted effect of over 80% in size; some results filed as inactive show a strong effect at the top dose
#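 Compounds are tested at multiple concentrations on MCF7 BRCA1-luciferase reporter cells seeded at 2000 per well; after 48 h, a single luminescence end-point is taken and curves fitted to the normalized data.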
# VP16 counter = counter-screen for ROR gamma inhibitors: Gal4-VP16 reporter; Drosophila S2 Gal4-VP16 UAS-luciferase, luminescence, 20 h; Potency, µM (doses to about 53.6 µM), without a hit: at the highest dose activity, negative = inhibition, usual class: inhibitors; 310,000 compounds, 3.5% hits; AID 2546;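 also: Gal4-VP16 expression switched on by copper sulfate through the metallothionein promoter; potency is read from the fitted curve at half-maximal effect; % is scaled to controls: 0 for no effect and ±100 for the full control effect; nearly all actives have a fitted effect of over 50% in size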
# p53 reactivation = restores transcriptional activity of mutant p53. H1299 p53-A138V BP100-luciferase reporter, luminescence, 24 h. Potency, µM (top dose mostly 92.2 µM), for inactives: at the highest dose activity change, positive = activation, most hits filed as activators. 320,000 compounds, 0.063% hits; also: potency is read from the fitted curve at half-maximal effect; % of control where 0% means no effect; nearly all actives have a fitted effect of over 45% in size
#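 p53-null H1299 cells stably carrying temperature-sensitive p53-A138V and a BP100-luciferase reporter were pinned with compounds (4-point, 1:5 series) and held 24 hrs at 37 deg C. Luminescence was read 10 min after detection reagent.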
# The depositor's hits bear a star; u = inconclusive; x = no result given; & = joins results of further samples; [ ] = another dose, or the depositor's remark. Unless noted, calls follow the shape of the dose curve; as a rule, active = well fitted curve in the direction sought with a large enough effect; inconclusive = small, poorly fitted or top-dose-only effect, or another doubt; inactive = no such curve, though single readings can be large; an effect the other way counts as inactive or inconclusive.
SMILES,FLuc counter,ELG1 repair inh,RORgamma inh,Rab9 promoter act,ELG1 genotoxic,NPC1 promoter act,TRPV1 ag,Tb PFK inh,BRCA1 expr up,VP16 counter,p53 reactivation
CCN=c1scc(-c2ccco2)n1/N=C/c1ccc(OC)c(O)c1,5.36µM*,x,-31.8%,x,x,x,-0.2,x,6.31µM*,30.0%,x
CCOC(=O)C1(Cc2cccc(OC)c2)CCN(CC=C(C)C)CC1,-0.5%,-2.2%,16.8%,-19.8%,-6.9%,-0.5%,8.6,-3.4%,-1.4%,-10.5%,-1.3%
CC1(C)Cc2c(sc3nc(C4CCCCC4)n(N)c(=O)c23)CO1,u,-7.9%,u,13.8%,0.4%,3.0%,4.8,0.6%,17.9%,u,-1.9%
O=C1C(SC(F)(F)C(F)F)=C(C(F)(F)F)OC2C3C=CC(C3)C12 (centres undefined),-0.3%,u,u,-3.0%,-8.2%,-3.5%,x,-4.3%,-9.4%,8.6%,5.6%
CCC1(c2ccc(F)cc2)NC(=O)NC1=O (centres undefined),0.4%,9.7%,-3.4%,3.1%,8.2%,-4.7%,-0.2,1.8%,-2.5%,-10.9%,-0.7%
Cc1nn(-c2ccccc2)c2sc(-c3nnc(SCC(=O)O)o3)cc12,u,-10.3%,-6.3%,u,15.3%,1.8%,-3.7,0.8%,-5.1%,7.6%,3.4%
CCc1nc2cc(Cl)c(Cl)cc2[nH]1,-11.5%,-13.3%,-2.3%,12.2%,-1.5%,7.6%,0.0,-3.2%,2.0%,-4.2%,-21.9%
Cc1ccc(N=C2NC(=O)/C(=C\c3ccco3)S2)cc1,16.9µM*,u,27.7%,u,u,u,11.7,0.5%,68.9%,u,u
COc1ccccc1N(CC(=O)NC(C)(C)C)S(=O)(=O)c1cccs1,0.9%,-1.1%,-19.1%,-3.5%,0.7%,-0.9%,4.4,-3.6%,-3.1%,1.3%,-1.8%
O=C(CCNc1n[nH]c(=O)[nH]c1=O)N/N=C/c1ccc(Cl)cc1,-14.4%,6.8%,3.9%,2.4%,-0.1%,-5.0%,-4.8,-19.1%,-10.6%,-2.2%,-1.0%
COc1ccccc1NC(=O)CSc1nnc(C2CCCCC2)n1C,-1.6%,-0.6%,30.0%,3.0%,0.7%,-0.7%,-3.0,0.1%,-7.2%,7.7%,5.3%
CCOP(=O)(c1ccccc1)c1nc(-c2ccccc2C)oc1N1CCCCC1 (centres undefined),0.3%,12.5%,-33.5%,1.9%,-6.1%,-2.9%,u,2.2%,-78.2%,-14.1%,-17.8%
Cc1ccc(C)c(NC(=O)CSc2nccn2Cc2ccco2)c1,u,u,-14.1%,u,u,u,0.3,-2.2%,u,3.2%,17.8%
O=C(CSc1nnc(NC(=O)c2c(F)cccc2F)s1)NCc1ccccc1,-14.3%,2.2%,1.8%,-2.2%,6.1%,-2.0%,1.4,3.6%,8.1%,-9.8%,-7.9%
COc1cc(OC)c(C(=O)CCC(=O)O)cc1OC,2.5%,16.3%,-0.6%,-6.6%,0.6%,0.2%,1.1,2.7%,1.7%,-9.6%,-2.3%
CN(c1nc(-c2ccc(Br)cc2)cs1)C1CCS(=O)(=O)C1 (centres undefined),23.9µM*,17.5%,u,u,4.9%,u,-3.9,0.5%,11.2µM*,-15.2%,u
CCCOC(=O)CCCCCCCCC(O)CN1CCCCC1 (centres undefined),6.9%,-1.4%,u,0.6%,-12.0%,-0.2%,0.3,8.4%,2.2%,-5.3%,0.3%
CC1CCN(Cc2nnnn2CCCC(=O)NCCN2CCOCC2)CC1,3.8%,8.3%,-22.3%,-2.4%,7.2%,0.1%,1.0,1.1%,-2.4%,3.7%,24.1%
O=c1[nH]c2ccc(S(=O)(=O)NCc3ccccn3)cc2s1,0.2%,-0.9%,2.2%[0.365 µM],3.0%,-5.0%,0.1%,u,-10.0%,1.9%,x,16.4%
CC(C)CCN(C(=O)Nc1ccccc1)C(C)c1cccs1 (centres undefined),-7.5%&-0.1%,-8.3%,18.9%,-8.0%,-1.0%,1.3%,u,-0.6%,-33.2%,18.1%,2.1%
CCCOc1cccc(-c2cc(C(=O)N/N=C/c3cccnc3)c3ccccc3n2)c1,7.57µM*,16.4µM*,8.0%,-4.2%,-15.1%,2.3%,-3.4,1.1%,-66.8%,8.8%,-2.1%
Cc1cc(/C=C(/C#N)c2cccc(Cl)c2)c(C)n1C,u,u,-1.0%,u,12.0%,u,24.7,-4.1%,-1.7%,4.1%,12.1%
Cc1cc(C)n(CCN(C)c2nc3nonc3nc2NC2CC2)n1,-1.6%,-12.6%,6.2%,0.6%,-0.7%,-1.4%,-1.4,-0.3%,13.3%,4.3%,-1.0%
O=c1c2ccccc2nc(-c2ccccc2)n1Cc1ccccc1,u,u,38.6%,u,5.2%,19.7%,6.4,-1.3%,u,24.3%,7.1%
COc1ccc(NC(=O)CN2CCN(S(=O)(=O)c3ccc(Cl)cc3)CC2)cc1,-1.9%,-0.3%,12.0%,-1.2%,0.0%,0.3%,-1.5,-0.5%,-10.3%,2.2%,3.3%
Cc1nn(-c2ccccc2)c2sc(C(=O)NCCN3CCOCC3)cc12,-9.0%,-14.5%,-11.0%,-2.0%,0.5%,0.3%,20.8,-7.6%,0.0%,-11.2%,-33.0%[inhibitor]
Cc1cc(=O)oc(C)c1C(=O)NCCCN1CCN(c2ccc(F)cc2)CC1,2.7%,5.0%,-2.8%,-0.4%,0.7%,-4.4%,2.6,-1.2%,-15.7%,2.5%,2.1%
COCCn1c(=O)[nH]c2cc(C(=O)N3CCN(c4ccccc4)CC3)ccc2c1=O,0.9%&-4.7%,-12.5%,0.1%,-6.4%,-13.5%,-1.4%,-0.5,-3.2%,-10.3%&13.8%,3.0%,-7.5%
CCCc1ccc(OCC(=O)NNC(=S)NC(=O)c2ccco2)cc1,-19.7%,0.2%,12.6µM*,1.3%,10.2%,-2.7%,-3.0,3.5%,-39.5%,u,18.7%
C=CCN1C(=O)[C@H]2CCC=C[C@H]2[C@@H]1c1cccc(C)c1,x,u,x,x,-1.9%,x,x,4.8%,14.0%,x,13.2%
CCOC(=O)CCCCC(=O)c1[nH]c(=O)[nH]c1CSc1nc(C)cc(C)n1,-0.3%,-12.2%,-3.6%,3.4%,0.4%,0.5%,0.9,-1.0%,10.2%,4.6%,-2.4%
CCCCCCCn1c(=N)n(CC(O)c2ccco2)c2ccccc21 (centres undefined),-0.9%,u,-26.9%,-13.9%,-10.1%,-2.1%,-0.2,-19.2%,-87.6%[inhibitor],-6.5%,3.9%
CC(=O)Nc1ccc(/C(C)=N/NS(=O)(=O)c2ccc(C)cc2)cc1,2.9%,1.8%,0.9%,0.1%,0.7%,-1.6%,-1.3,2.0%,3.6%,5.5%,6.9%
CC1(C)C2CC=C(/C=N/NC(=O)c3ccc(O)cc3)C1C2 (centres undefined),u,15.4%,-15.6%,0.0%,0.6%,-1.2%,u,5.7%,0.0%,-14.7%,-2.5%
COC(=O)c1c(NC(=O)CC2Sc3ccc(C(F)(F)F)cc3NC2=O)sc(C)c1C (centres undefined),1.9%,-11.0%,17.2%,-1.4%,1.8%,-3.5%,1.8,-0.5%,-4.2%,-13.5%,1.5%
COc1ccccc1-n1c(-c2cc(-c3ccco3)[nH]n2)n[nH]c1=S,u,24.5%,-40.9%,-0.9%,5.0%,5.4%,-2.5,-15.8%,-18.5%,-6.6%,-1.2%
c1ccc(-c2nc(C3CCCCC3)c3ccccc3n2)cc1,4.0%,u,x,0.5%,-2.7%,-3.2%,9.6,-8.5%,16.0%,x,0.3%
O=C(O)C1CCCCC1C(=O)NCCc1ccccc1 (centres undefined),3.7%[2.3 µM],18.8%,21.5%,0.8%,0.7%,-3.1%,-1.3,-7.9%,3.5%,14.5%,-2.9%
CCc1nc2ccc(C(=O)N3CCN(c4ccccc4F)CC3)cc2nc1CC,2.1%&5.3%,u,0.0%,3.7%,-1.5%,18.7%,0.8,-1.1%,-9.7%,-3.1%,-0.9%
Cc1ccc(CNC(=O)C2CCN(S(=O)(=O)c3cnc[nH]3)CC2)cc1,-0.3%,1.4%,6.2%,-6.7%,-0.6%,3.0%,-1.2,-5.9%,5.1%,1.7%,-1.0%

# Screens (PubChem BioAssay)
